Source: PubChem BioAssay
PG9 Ab binder: PG9 antibody binding by small molecule; TR-FRET gp120-PG9 antibody binding; inhibition, % at 6.7 µM; actives 0.43% (n = 360,000); in the data active = inhibition above about 8.5%
NPR2 activator: GC-B (human) receptor activation; P20594; HEK293-GC-B cells, CNP EC30, cGMP TR-FRET; 0% at EC30 CNP, 100% saturating CNP; activation, % at 10 µM; actives 0.11% (n = 370,000); AID 1920062;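 active = activation at 10 µM reaching about 35% in either raw or pattern-adjusted values, limit read from the data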
ARFGAP1 inh: rat ARFGAP1 inhibition; actives 0.26% (n = 360,000); inhibition, % at 16.5 µM; Arfgap1-stimulated ARF1 GTP hydrolysis, GDP FP detection;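 active = inhibition above a per-plate limit, mean inhibition of low control wells plus 3 SD, cut at about 25% in these data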;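 note: 0% = DMSO wells with enzyme and 100% = wells lacking Arfgap1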
Target sequence (Q62848 1-136 limits assumed): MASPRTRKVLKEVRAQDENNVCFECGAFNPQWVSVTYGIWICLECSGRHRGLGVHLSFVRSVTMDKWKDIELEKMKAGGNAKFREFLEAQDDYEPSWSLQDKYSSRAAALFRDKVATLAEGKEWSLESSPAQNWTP
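Repeats: one replicate per compound; assay system: rat Arfgap1 catalytic domain, aa 1-136; times: enzyme reaction 120 min at 25 °C after 20 min preincubation; detection: FP of antibody-bound GDP Alexa 633 tracer, ex 620/em 688 nm; benchmarks: high control wells lacking Arfgap1, low control full reaction with DMSO; reagent: human ARF1(Δ1-17)-GTP substrate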
mABHD4 FP: inhibitors of mouse ABHD4 | actives 0.54% (n = 370,000) | AID 720543 | purified mABHD4, FP-Rh probe fluorescence polarization | inhibition, % at 8.92 µM;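 active = inhibition exceeding the mean over every tested compound plus 3 SD, cut at about 30% in these data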;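 note: 0% = plate median of compound wells and 100% = S159A mutant with DMSO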
Target sequence (Q8VD66 whole entry, looked up): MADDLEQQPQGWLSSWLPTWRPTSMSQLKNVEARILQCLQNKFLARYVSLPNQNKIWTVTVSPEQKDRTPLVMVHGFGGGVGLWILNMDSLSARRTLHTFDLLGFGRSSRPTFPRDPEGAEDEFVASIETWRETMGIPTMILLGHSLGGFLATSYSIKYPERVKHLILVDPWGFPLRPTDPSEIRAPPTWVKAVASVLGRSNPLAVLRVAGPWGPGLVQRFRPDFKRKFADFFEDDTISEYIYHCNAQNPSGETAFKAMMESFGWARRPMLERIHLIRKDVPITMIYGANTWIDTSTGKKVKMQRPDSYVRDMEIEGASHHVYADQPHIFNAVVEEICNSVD
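assay system = mABHD4 protein | compound dosing = single nominal dose of 8.92 µM, 0.89% DMSO final | read-out basis = percent inhibition of probe binding, normalized to plate controls | schedule = Enzyme–compound pre-incubation 45 min, then probe 60 min, both 25 °C | detection = fluorescence polarization, excitation 525 nm, emission 598 nm, BODIPY TMR filters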
ASAP1 GAP inh: blocks human ASAP1-stimulated Arf1 GTP hydrolysis; Q9ULH1; GDP FP detection; inhibition, % at 16.5 µM; actives 0.19% (n = 360,000); AID 624377; in the data active = inhibition above about 25%;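 note: 0% = vehicle with enzyme and substrate and 100% = no enzyme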
Target sequence (Q9ULH1 325-724 limits assumed): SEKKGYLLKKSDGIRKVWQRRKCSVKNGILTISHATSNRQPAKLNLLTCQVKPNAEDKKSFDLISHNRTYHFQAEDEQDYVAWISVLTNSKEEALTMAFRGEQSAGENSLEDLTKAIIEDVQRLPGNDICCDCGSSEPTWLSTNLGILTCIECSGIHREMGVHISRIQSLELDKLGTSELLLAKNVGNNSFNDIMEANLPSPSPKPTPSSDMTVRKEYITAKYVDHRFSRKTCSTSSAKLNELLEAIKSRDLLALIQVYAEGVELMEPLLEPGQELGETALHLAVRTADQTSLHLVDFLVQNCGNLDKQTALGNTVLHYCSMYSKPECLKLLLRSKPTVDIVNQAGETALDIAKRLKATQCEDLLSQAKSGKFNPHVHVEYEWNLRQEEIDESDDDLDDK
NPR1 activator: GC-A (human) enzyme activation; actives 0.14% (n = 370,000); HEK293 GC-A cells, cGMP TR-FRET, EC30 ANP; 0% at EC30 ANP, 100% saturating ANP; activation, % at 10 µM; in the data active = activation above about 40%
HTRA1 inh: inhibitors of human serine peptidase HTRA1 | Q92743 | recombinant HTRA1, FP-rhodamine activity-based probe, fluorescence polarization | inhibition, % at 5.96 µM | actives 0.5% (n = 340,000) | AID 504803; in the data active = inhibition above about 36%;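 note: 0% = enzyme with DMSO and 100% = wells lacking enzyme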
SMARCA2 activ: SMARCA2 function activation, primary screen; activation, % at 9.1 µM; AID 652017; actives 1% (n = 370,000); MG213 cells, MMTV-luciferase reporter, dexamethasone, overnight; in the data active = activation above about 7.8%;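 note: 0% = vehicle wells and 100% = reference activator wells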
NR1D1 modulator: Rev-erb alpha (human) modulation; activity, % at 10 µM; Rev-erbα–FITC-DNA binding, fluorescence polarization, 90 min; actives 0.79% (n = 370,000); P20393;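 active = activity above about 14%, limit read from the data; passing the limit was not always enough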;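 note: 0% = DMSO wells with 35 nM protein and 100% = DMSO wells with 750 nM protein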
rCAG binder: binds r(CAG) RNA repeats | actives 1.3% (n = 370,000) | AID 651821 | r(CAG) RNA repeat, TO-PRO-1 dye displacement fluorescence | inhibition, % at 3 µM;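 active = inhibition above the plate cutoff, the mean of all test compounds on that plate plus 3 SD, cut at about 35% in these data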;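 note: 0% = DMSO alone and 100% = 100 µM mitoxantrone as full dye displacement; higher means more dye released from RNA so lower well fluorescence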
Numbers without * were called inactive; / = no result given. The order is random; about 4.4% have a hit in one of these screens.

canonical_smiles	ARFGAP1 inh	NR1D1 modulator	rCAG binder	NPR2 activator	HTRA1 inh	ASAP1 GAP inh	SMARCA2 activ	NPR1 activator	PG9 Ab binder	mABHD4 FP
Cc1cccc(-n2nnnc2SCC(=O)NCC2CCCO2)c1 (configuration not stated)	-9	3	-3	6	3	7	6	2	-3.8	0
COc1ccc(N2CC(C(=O)N[C@@H](C)C(=O)NC3CCCC3)CC2=O)cc1 (some centres not stated)	18	-7	-1	-2	8	-5	-3	1	1.1	5
O=C(CCC1CCCN(C(=O)c2cccc(F)c2)C1)N1CCN(c2ccccn2)CC1 (configuration not stated)	2	1	-8	-2	5	4	-2	1	-0.3	-7
COc1ccc(N(CC(=O)NC2CCCC2)C(=O)c2ccc(C)s2)c(OC)c1	0	-5	-4	-6	7	7	0	-14	-1.9	3
COc1ccccc1CNC(=O)CSc1nc2c(oc3ccccc32)c(=O)n1CC1CCCO1 (configuration not stated)	11	-7	1	6	1	6	3	-5	-0.6	-4
O=C(NCC1CCCO1)c1ccc(Cl)c(NS(=O)(=O)c2ccc(F)cc2)c1 (configuration not stated)	-11	-4	5	4	7	-5	-2	-3	-1.9	-1
O=C(CCC(=O)N1CCSc2ccccc21)NCc1ccc(Cl)cc1	-6	-1	0	0	1	9	1	-2	0.0	-3
C=CCn1c(SCC(=O)N2CCOCC2)nc(O)cc1=O	0	-3	2	2	-2	6	-2	-3	-1.7	2
COc1cc(CCCN2C(=S)NC[C@H]2Cc2ccc(O)cc2)cc(OC)c1OC	2	-3	-2	-1	-2	0	-1	0	0.6	2
O=C(c1cccc(NS(=O)(=O)c2cccc(C(F)(F)F)c2)c1)N1CCOCC1	10	0	2	-2	7	-13	0	5	0.6	-10
COc1ccc(NC(=O)CC(Cc2ccccc2)C(=O)O)cc1 (configuration not stated)	16	-4	2	1	5	-2	-3	0	-1.2	-4
Cc1nc(C)c(C(=O)Nc2cccc(C)c2C)o1	-6	0	4	4	2	-2	0	-4	-1.5	-4
CN1C(=O)C[C@@](C#N)(C(=O)NCc2ccc3c(c2)OCO3)[C@H]1c1ccccc1	/	-2	-1	2	/	/	2	-1	/	6
O=C1CC(NC23CC4CC(CC(C4)C2)C3)C(=O)N1c1ccc2c(c1)OCO2 (configuration not stated)	6	1	2	-1	6	-6	-2	2	0.0	2
C1CN(c2nc3nonc3nc2N2CCSCC2)CCO1	-2	9	-1	8	-3	-6	-4	0	-2.3	2
N/C(=N\OC(=O)CCCN1C(=O)c2ccccc2C1=O)c1ccc(Br)cc1	-13	-1	0	-10	-3	3	2	-5	0.4	8
COc1ccccc1N1CCN(C(=O)C2CCN(C(=O)c3ccccc3Cl)CC2)CC1	18	8	-7	1	4	-5	8.2*	3	0.8	-19
O=S1(=O)c2ccccc2OC(COCc2ccccc2)CN1Cc1ccccc1 (configuration not stated)	-9	4	4	2	-23	-10	-4	-1	0.0	-15
COc1ccc(S(=O)(=O)N2CCOCC2)cc1C(C)C	-6	3	-1	0	-4	-8	-4	-1	-3.3	-4
Cc1ccc(-c2c3c(nc4sc(C(N)=O)c(N)c24)CCC3)cc1	6	2	2	4	1	2	0	4	0.3	2
Oc1ccc(C[C@H]2CN([C@@H](Cc3ccccc3)CN3CCCC3CN3C(=S)NC[C@@H]3Cc3ccccc3)C(=S)N2CC2CCCCC2)cc1 (some centres not stated)	12	-3	16	8	/	16	-4	-1	-1.7	1
O=C(O)CCCCCNC(=O)C(=O)C1C(=O)Nc2ccccc21 (configuration not stated)	14	2	1	-3	-1	9	0	-3	-1.0	-13
CC(=O)Nc1ccc(NC(=O)COC(=O)c2cc([N+](=O)[O-])ccc2N2CCOCC2)cc1	6	-4	-2	5	0	-2	-1	2	0.6	11
Cc1c(Cl)cccc1NC(=O)NCCCN1CCCC1=O	-6	-4	-3	3	1	7	-2	0	-1.5	2
CCN(CC(=O)Nc1c(F)cccc1F)C(=O)c1cc(S(=O)(=O)N(C)C)ccc1N1CCCC1	2	4	3	-4	1	-12	-2	2	-0.6	1

Grouped by structure: the compounds so far containing a thiophene ring, fused or not
canonical_smiles	ARFGAP1 inh	NR1D1 modulator	rCAG binder	NPR2 activator	HTRA1 inh	ASAP1 GAP inh	SMARCA2 activ	NPR1 activator	PG9 Ab binder	mABHD4 FP
COc1ccc(N(CC(=O)NC2CCCC2)C(=O)c2ccc(C)s2)c(OC)c1	0	-5	-4	-6	7	7	0	-14	-1.9	3
Cc1ccc(-c2c3c(nc4sc(C(N)=O)c(N)c24)CCC3)cc1	6	2	2	4	1	2	0	4	0.3	2

Next section
canonical_smiles	ARFGAP1 inh	NR1D1 modulator	rCAG binder	NPR2 activator	HTRA1 inh	ASAP1 GAP inh	SMARCA2 activ	NPR1 activator	PG9 Ab binder	mABHD4 FP
c1ccc(-c2nnc(N3CCCC3)nc2-c2ccccc2)cc1	-8	2	-5	-3	-7	3	-2	-14	1.4	-8
Cc1ccc(NC(=O)CCN2CC(C)OC(C)C2)cc1C (configuration not stated)	-21	6	-3	5	-1	-13	-2	0	1.1	7
Cc1cccc(N2CCN(C(=O)CCN3C(=O)C4C5C=CC(C5)C4C3=O)CC2C)c1 (configuration not stated)	-8	0	-6	7	2	-5	-2	1	-1.8	0
CCOc1ccc(S(=O)(=O)N2CCC(C(=O)NCc3ccccc3CN3CCCC3)CC2)cc1	-12	2	-1	-1	7	6	12*	-7	-0.2	-1
CC1(C(=O)NS(=O)(=O)c2ccccc2Cl)CCN1C(=O)CCC1CCCC1 (configuration not stated)	6	-4	13	-2	/	10	1	0	-2.1	-6
C#CCOCCOCCOCCNc1nc(N2CCN(C(=O)[C@H](CCCCN)n3cc([C@@H](N)CO)nn3)CC2)nc(N2CCN(C(=O)[C@H](CCCCN)n3cc([C@@H](N)CC(C)C)nn3)CC2)n1	4	-7	11	6	6	11	1	2	-1.1	0
Cc1nn(-c2ccc([N+](=O)[O-])cc2)c2c1C(c1cccc(Br)c1)N1C(=N2)C(=O)Nc2ccccc21 (configuration not stated)	-3	2	9	-2	-9	-6	-4	-9	-0.8	4
COc1ccc(C2Nc3cccc(O)c3C(=O)N2Cc2ccccc2)cc1COc1ccc(NC(C)=O)cc1 (configuration not stated)	15	-1	15	-5	/	12	-4	-7	-0.8	-17
COC(=O)C1=C(C)N(C)C(=NCc2ccc(OC)cc2)NC1c1cccc(C(F)(F)F)c1 (configuration not stated)	5	7	9	-8	/	-1	-1	-9	-1.9	8
CCCc1ccc(C(C)NC(=S)NCc2ccc(F)cc2)cc1 (configuration not stated)	-11	1	-4	-2	-42	-9	-3	2	-1.0	-25
O=S(=O)(Cc1ccccc1)NCC1CCCN(Cc2ccc3nonc3c2)C1 (configuration not stated)	-5	2	-3	-1	-5	-4	3	-2	0.2	0
COc1ccc(S(=O)(=O)NCC2CC3C=CC2C3)cc1OC (configuration not stated)	-2	-3	-3	-1	2	2	4	-1	-2.0	1
CCC1Oc2ccc(C)cc2N(CC(=O)N(Cc2ccc3c(c2)OCO3)CC2CCCO2)C1=O (configuration not stated)	13	-3	-4	3	-12	-15	1	-12	-1.2	-4
COCCN(C(=O)Nc1ccccc1)C(C)c1cccnc1 (configuration not stated)	2	3	-1	-2	4	-3	-2	-4	-1.0	-2
N#CC(C#N)=C/C(C#N)=C(/N)N1CCN(c2ccc(Cl)cc2)CC1	3	12	4	0	-4	-1	5	-3	3.7	-2
O=C(c1ccco1)N1CCN(C(=S)Nc2ccccc2Cl)CC1	-4	-4	-2	-1	4	2	-2	2	0.6	-4
Cc1ccc(S(=O)(=O)Nc2ccc(Cl)cn2)cc1	-5	1	4	3	5	-6	2	0	2.1	5
Cc1ccc2cccc(NC(=S)NC(=O)c3ccnn3C)c2n1	-1	-7	3	-4	-21	-5	-2	0	-0.3	-3
Cc1cccc(OCCCCc2c(C)n[nH]c2C)c1C	-4	7	-5	-8	-16	1	-5	-1	-0.8	1
Cn1c(=O)cc(NCCc2ccccc2)[nH]c1=O	7	-2	2	-14	2	-4	0	1	-0.3	-5
COC(CNC(=O)c1ccc(N2CCc3ccccc32)c([N+](=O)[O-])c1)OC	-1	6	-4	-1	11	-5	-1	2	-7.9	5
Cc1c(NC(=O)C(C)OC(=O)c2cccs2)c(=O)n(-c2ccccc2)n1C (configuration not stated)	-2	-1	-2	-2	1	-2	-1	-3	-2.4	-10
FC(F)(F)c1cccc(CNc2ncccc2-c2nc3cc(Cl)ccc3o2)c1	-4	-3	0	-1	-2	-15	-1	1	-1.9	2
COC(=O)[C@]12C[C@H](CC(=O)NCc3cccc4ccccc34)C(=O)N(CCC3=CCCCC3)C1=C[C@H](C1CCCC1)O[C@@H]2C	/	4	5	-10	/	/	-2	-1	/	-8
Cc1cc(CNC(=O)C(C)n2nc(C)c([N+](=O)[O-])c2C)c2ccccc2n1 (configuration not stated)	6	-1	-1	0	3	-3	-3	1	-0.8	0

Molecules listed so far that contain a COOH group, in the order listed:
canonical_smiles	ARFGAP1 inh	NR1D1 modulator	rCAG binder	NPR2 activator	HTRA1 inh	ASAP1 GAP inh	SMARCA2 activ	NPR1 activator	PG9 Ab binder	mABHD4 FP
COc1ccc(NC(=O)CC(Cc2ccccc2)C(=O)O)cc1 (configuration not stated)	16	-4	2	1	5	-2	-3	0	-1.2	-4
O=C(O)CCCCCNC(=O)C(=O)C1C(=O)Nc2ccccc21 (configuration not stated)	14	2	1	-3	-1	9	0	-3	-1.0	-13

New compounds follow.
canonical_smiles	ARFGAP1 inh	NR1D1 modulator	rCAG binder	NPR2 activator	HTRA1 inh	ASAP1 GAP inh	SMARCA2 activ	NPR1 activator	PG9 Ab binder	mABHD4 FP
CCCc1nnc(SCC(=O)Nc2nnc(CC)s2)n1CC1CCCO1 (configuration not stated)	-9	1	-1	0	4	-11	-2	0	-0.1	-2
Cc1cc(C(c2cc(C)c(N)c(C)c2)c2ccco2)cc(C)c1N	12	2	-4	-6	5	11	-2	0	-0.3	-2
CCC(=O)Nc1c2c(nn1-c1ccccc1)CSC2	3	2	5	-7	-1	5	2	-1	-1.2	6
COc1cccc(CNC(=O)C2CCN(S(=O)(=O)c3ccc(F)cc3)CC2)c1	12	0	2	-2	5	-3	0	11	-0.5	-1
COc1ccc(-n2nc3c(c2NC(=O)C24CC5CC(CC(C5)C2)C4)CS(=O)C3)cc1 (configuration not stated)	-4	-1	0	0	-7	-7	0	7	-1.2	9
COc1ccc(-c2cc(-c3nnc(SCC(=O)Nc4ccc(-c5nc6ccc(C)cc6s5)cc4)n3N)[nH]n2)cc1	/	11	6	-1	/	/	7	2	/	-8
COc1ccc(N/C=C\C(=O)c2ccc3c(c2)OCO3)cc1OC	-1	-7	2	-3	-2	-7	1	0	-1.7	1
COc1ccc(NC(=O)CN(c2ccc(F)cc2)S(=O)(=O)c2ccccc2)c(OC)c1	1	8	-2	1	-11	-17	-1	2	-3.2	-4
O=C(Nc1cccnc1)C1Cc2c(-c3ccccc3Oc3ccccc3)ccnc2O1 (configuration not stated)	-1	3	3	-5	/	-12	-9	-10	0.0	-4
CCOc1ccc(S(=O)(=O)NCCCn2ccnc2)cc1	12	-2	3	8	5	-2	1	1	-2.5	1
